# Compound activity from PubChem BioAssay.
# GDH-TPI inh: inhibits GDH-TPI coupling enzymes, artifact for Mtb FBA screen; actives 1.2% (n = 360,000); GDH-TPI coupled enzyme counterscreen, NADH absorbance; inhibition, % at 4.8 µM; in the data active = inhibition above about 30%;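 note: 0% = DMSO wells and 100% = wells lacking the enzyme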
# UGM FP inh: blocks M. tuberculosis UGM enzyme | purified UGM, fluorescence polarization probe displacement | inhibition, % at 10 µM | actives 0.06% (n = 320,000); in the data active = inhibition above about 10%, passing the limit was not always enough; inconclusive = no clear call, values can overlap the other calls
# FadD28 FP inh: blocks FadD28 binding to the bisubstrate probe. fluorescence polarization. inhibition, % at 12.5 µM. actives 0.22% (n = 360,000); in the data active = inhibition above about 8.5%, passing the limit was not always enough; inconclusive = no clear call, values can overlap the other calls
# Y pestis TopoI: inhibitors of Yersinia pestis topoisomerase I. activity, % at 10 µM. actives 0.064% (n = 360,000). Y. pestis Topo-I cleavage product accumulation, plate reader. AID 504884; in the data active = activity above about 50%, passing the limit was not always enough; inconclusive = no clear call, values can overlap the other calls; note: inactives centre near 2
# PfHsp40 rescue: compounds rescuing yeast from Plasmodium falciparum HSP40 toxicity. S. cerevisiae expressing PfHsp40, growth rescue, ATP luminescence. actives 0.68% (n = 340,000). AID 504582. growth rescue, % at 12.5 µM; in the data active = growth rescue above about 28%, passing the limit was not always enough; inconclusive = no clear call, values can overlap the other calls;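 note: yeast W303a lacking pdr1 and pdr3 grown in galactose medium; growth measured after three days at 30 °C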
# TcdB inh: TcdB glycohydrolase inhibition. P18177. TcdB glycohydrolase enzymatic assay, plate reader. inhibition, % at 9.99 µM. actives 0.24% (n = 350,000); in the data active = inhibition above about 10%
# Vc quorum ag: induces V. cholerae light production without autoinducers. V. cholerae BH1578 lux reporter, luminescence, 6 h. activation, % at 18.7 µM. actives 0.16% (n = 350,000). AID 588436; in the data active = activation mostly above about 9.7%, no sharp cut-off; inconclusive = no clear call, values can overlap the other calls; inactive = mostly below about 3.7%; note: not every result past the cut was called active; inactives centre near 0; reference of the scale not given here
# Mtb FBA inh: inhibitors of M. tuberculosis fructose-bisphosphate aldolase. purified M. tuberculosis FBA, fluorescence read-out. actives 2.3% (n = 360,000). inhibition, % at 1 µM; in the data active = inhibition above about 27%;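 note: 0% = vehicle and 100% = reference inhibitor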
# Mtb BioA inh: inhibitors of Mycobacterium tuberculosis BioA enzyme; purified M. tuberculosis BioA enzyme, plate reader; inhibition, % at 9.99 µM; AID 602481; actives 0.096% (n = 360,000); in the data active = inhibition above about 40%; inconclusive = no clear call, values can overlap the other calls
# * hit, by the source's call; i = inactive; ? = inconclusive; · = not tested or not shown; & = joins results of further samples.
(1) CSc1nc2ccc3nc(NC(=O)C4COc5ccccc5O4)sc3c2s1 (stereo unspecified)
(2) CCC1CN(C(=O)NCc2ccc(C)cc2)c2cc(C)ccc2O1 (stereo unspecified)
(3) O=C1CN(Cc2nc3cc(Cl)ccc3c(=O)[nH]2)CCN1
(4) C=CCc1ccc(OCCCCN2CC(C)OC(C)C2)c(OC)c1 (stereo unspecified)
(5) CN(C(=O)CSc1ncccc1C(=O)O)c1ccccc1
(6) CCOC(=O)Nc1cccc(C(=O)O)c1
(7) O=C(Nc1ccccc1N1CCOCC1)c1cccnc1Cl
(8) Cc1c(CN2CCN(c3cccc(C(F)(F)F)c3)CC2)c(=O)n(-c2ccccc2)n1C
(9) N#Cc1ccccc1COC(=O)CCC(=O)c1cccs1
(10) Cc1ccc(CNC(=O)c2cc(Cl)cc(Cl)c2)n1C

Assay by compound	1	2	3	4	5	6	7	8	9	10
GDH-TPI inh	26	-4	-3	-10	1	-9	-1	8	0	0
UGM FP inh	0.5	0.2	7.9	-5.5	1.5	0.1	-0.1	0.0	-2.1	-2.8
FadD28 FP inh	-2.1	0.1	-2.6	-4.1	1.5	-2.1	-3.0	-2.4	-1.0	·
Y pestis TopoI	7	31	7	6	-6	-3	14	3	5	1
PfHsp40 rescue	-0.5	2.8	0.3	3.9	-0.1	-0.8	-0.8	-1.7	0.1	-1.3
TcdB inh	-7.1	0.4	1.7	·	·	·	0.1	·	0.9	-0.7
Vc quorum ag	-0.4	0.9	i	-0.1	i	4.2	-0.4	i	-0.3	-0.6
Mtb FBA inh	1	2	2	0	1	1	7	-2	2	1
Mtb BioA inh	-1.1	-1.1	-0.7	·	-1.7	-0.2	·	0.0	0.4	3.2

(11) C=CCn1c(O)c(C=Nc2c(C)n(C)n(-c3ccccc3)c2=O)c(=O)[nH]c1=O
(12) CC(=O)N1CCN2C(=O)C1CCCC(=O)c1cc(C3CCCCC3)ccc12 (stereo unspecified)
(13) COc1ccc(N2C(=O)C3CCCN3C2c2ccc(C)cc2)cc1 (stereo unspecified)
(14) COC(=O)N1CCN(S(=O)(=O)c2ccc(F)cc2)CC1
(15) CN(C)S(=O)(=O)c1cccc(NC(=O)CCCc2nc3ccccc3c(=O)[nH]2)c1
(16) COc1cccc(Oc2nc3ncn(Cc4ccccc4)c3c(=O)n2C)c1
(17) Cc1ccc(OC(=O)c2ccc(S(=O)(=O)N(C)C)cc2)c(-n2nc3ccccc3n2)c1
(18) COc1ccc(/C=C/C(=O)NCc2ccccn2)cc1
(19) CN1C(=O)C(=Cc2ccccc2Oc2ccc(Cl)c(F)c2)C(=O)N(C)C1=O
(20) O=C(c1ccc(COc2ccccc2Br)cc1)N1CCCCC1

Assay by compound	11	12	13	14	15	16	17	18	19	20
GDH-TPI inh	11	6	15	9	8	-5	-2	9	-5	8
UGM FP inh	1.9	-1.3	-4.7	1.6	·	0.4	1.3	2.1	5.0	-2.4
FadD28 FP inh	-1.8	-3.3	0.2	-1.4	-3.4	-3.7	-3.4	-3.1	-3.6	-2.3
Y pestis TopoI	3	7	3	2	0	13	-2	-3	-2	?
PfHsp40 rescue	-0.9	1.6	-0.2	-0.6	-1.2	-0.7	0.0	-0.1	-1.2	-0.7
TcdB inh	-8.4	·	0.7	·	0.1	·	·	·	·	·
Vc quorum ag	0.6	i	-0.2	-2.5	i	i	-3.3	-0.2	-0.5	9.8
Mtb FBA inh	1	1	4	5	-3	0	-1	5	-7	0
Mtb BioA inh	1.5	3.3	-5.8	-1.1	·	2.5	-1.3	·	-2.3	·

(21) O=S(=O)(c1ccc(OCC2CO2)cc1)c1ccc(OCC2CO2)cc1 (stereo unspecified)
(22) O=C(COc1ccc(OCc2ccccc2)cc1)NC1CCOC1=O (stereo unspecified)
(23) O=S(=O)(c1cccc(C(F)(F)F)c1)N1CCN(c2ccccc2)CC1
(24) CCc1ccc(-c2nc(CSCC(=O)N3CCN(c4ccccn4)CC3)c(C)o2)cc1
(25) O=C(O)C1CCCCC1C(=O)NC1CCCCC1 (stereo unspecified)
(26) Cc1onc(-c2c(F)cccc2Cl)c1C(=O)OCc1cnc(Cl)s1
(27) COCCSc1ccccc1C(=O)N1CCCC1
(28) Cc1ccc(NC(=O)CC2SC(=O)NC2=O)cc1 (stereo unspecified)
(29) Cc1[nH]c2ccccc2c1SCC(=O)N1CCOCC1
(30) COc1ccc(CN2CCN(Cc3ccco3)CC2)cc1

Assay by compound	21	22	23	24	25	26	27	28	29	30
GDH-TPI inh	8	4	5	7	-7	-2	-1	1	-5	8
UGM FP inh	0.0	-1.1	-0.4	0.3	-2.4	0.0	-0.3	2.0	-0.4	0.0
FadD28 FP inh	-0.4	-0.5	-0.1	0.4	2.8	-3.7	-2.1	-2.0	0.7	-2.7
Y pestis TopoI	10	7	-8	20	-3	15	4	2	2	3
PfHsp40 rescue	0.3	-2.4	1.5	0.4	0.7	-0.7	2.0	1.0	-0.1	1.1
TcdB inh	0.4	·	·	·	·	1.1	·	·	-0.2	1.0
Vc quorum ag	i	i	-0.4	-1.2	-2.9	-0.9	i	1.4	-0.2	-0.5
Mtb FBA inh	-2	2	2	2	0	0	-2	0	1	3
Mtb BioA inh	·	-1.1	·	2.0	-1.3	0.9	-0.7	·	-1.7	2.8

(31) Cc1ccc(NC(=O)Cn2cccc2)c(Br)c1
(32) CN(C)c1ccc(C(C(=O)NC2CCCC2)N(C(=O)c2csnn2)C2CC2)cc1 (stereo unspecified)
(33) O=C(NCc1ccc2c(c1)OCO2)C(=O)NCC1OCCN1S(=O)(=O)c1ccc(Cl)cc1 (stereo unspecified)
(34) Cc1cccnc1C(NC(=O)C1CCN(CCOc2ccc(F)cc2)CC1)c1ccc(Cl)cc1 (stereo unspecified)
(35) Cn1c(-c2ccc(F)cc2)cnc1NCc1ccc(F)cc1F
(36) O=C(Cc1csc(NC(=O)Nc2cccc(Cl)c2)n1)NC1CCCC1
(37) COc1ccc(S(=O)(=O)N2CCCCCC2)cc1C(=O)N(C)CC(=O)Nc1ccccc1C(F)(F)F
(38) COc1cc(OC)c(Cl)cc1N
(39) FC(F)(F)c1cccc(OCC2CNC(=S)O2)c1 (stereo unspecified)
(40) Cc1ccccc1SCCNC(=O)c1ccccc1Br

Assay by compound	31	32	33	34	35	36	37	38	39	40
GDH-TPI inh	3	-2	5	-1	7	5	5	-2	-6	0
UGM FP inh	0.9	-0.6	-0.1	·	·	0.0	-1.5	1.1	-1.1	-2.0
FadD28 FP inh	-1.7	-0.8	-1.4	-3.5	0.4	-1.8	-3.1	-1.7	-3.2	-2.8
Y pestis TopoI	7	1	33	20	2	8	9	0	3	-2
PfHsp40 rescue	22	-1.1	0.1	·	-0.4	-1.7	-0.6	-0.5	-1.4	3.2
TcdB inh	·	0.8	0.2	0.5	1.7	-0.8	2.1	·	-1.0	1.0
Vc quorum ag	-0.2	i	-0.4	-0.4	0.4	i	-1.0	-10	i	-0.3
Mtb FBA inh	4	-1	-1	1	3	0	1	45*	0	0
Mtb BioA inh	-0.9	-2.7	-1.7	-0.9	3.0	-0.4	-0.6	-1.0	1.0	·

(41) CCc1nnc(NC(=O)CSc2nnc(CSc3nc(C)cc(C)n3)n2C)s1
(42) CC1CN(C(=O)c2ccc(COc3ccc4ccccc4c3)o2)CC(C)O1 (stereo unspecified)
(43) COc1ccc(CNC(=O)C2(C)Cc3c(-c4ccc5c(c4)OCO5)ccnc3O2)cc1OC (stereo unspecified)
(44) CCOc1ccc(N2C(=O)CC(Sc3nccc(C)n3)C2=O)cc1 (stereo unspecified)
(45) CCCCN1C[C@H](CSC)[C@@H](CC(=O)Nc2ccc(OC)cc2)C1=O
(46) CCO[C@@H]1OC(C(=O)O)=C[C@H](c2csc3ccccc23)[C@H]1CCCO
(47) CC(=O)c1cccc(NC(=S)N2CCC(Cc3ccccc3)CC2)c1
(48) CCOC(=O)C1(Cc2cccc(Cl)c2)CCCN(C(=O)c2cccnc2)C1 (stereo unspecified)
(49) CCCC(C(=O)NCCC(C)C)N(Cc1ccc(F)cc1)C(=O)c1snc(C(N)=O)c1N (stereo unspecified)

Assay by compound	41	42	43	44	45	46	47	48	49
GDH-TPI inh	10	-4	4	-2	12	9	-2	2	18
UGM FP inh	-0.9	-1.1	·	0.6	·	0.2	-2.4	1.6	-1.5
FadD28 FP inh	-3.9	-1.8	-3.7	-2.8	-0.9	1.0	1.5	-3.1	-2.7
Y pestis TopoI	8	5	18	-6	7	1	-2	12	10
PfHsp40 rescue	-0.6	0.8	·	0.4	·	-0.2	-1.5	0.9	-0.5
TcdB inh	·	-5.3	0.9	-1.3	1.2	0.9&-0.6	1.3	0.9	2.4
Vc quorum ag	-0.5	i	-1.2	i	-0.4	i	i	-0.1	-4.3
Mtb FBA inh	6	-1	33*	0	1	8	4	0	2
Mtb BioA inh	-2.0	·	1.9	3.5	0.7	-3.3&-0.9	·	·	-0.7
